# H9c2 protect: protects H9c2 cardiomyocytes from peroxide injury; H2O2 injury protection, ATPLite, 2 h; actives 0.63% (n = 360,000); protection from H2O2 cell death, % at 20 µM;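 active means compounds giving at least 50% protection of heart cells from peroxide-induced death in the single-dose screen, raw or plate-pattern-corrected value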;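 further: 0% = DMSO wells with peroxide and 100% = DMSO wells without peroxide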
# N-glyco inh: N-linked glycosylation inhibition. reporter increase, % at 12.5 µM. D54 ERlucT glycosylation luciferase reporter, 24 h; percent of 100 nM tunicamycin response. actives 0.23% (n = 360,000);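 active means mean luciferase reporter signal, scaled so untreated is 0 and the glycosylation-blocking control 100, at or above a set limit in every replicate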;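 further: luciferase carries N-glycosylation sites so blocking glycosylation raises the light; 0% = median of neutral control wells and 100% = median of 100 nM tunicamycin wells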
# ABHD5-PLIN5 inh: blocks binding of human ABHD5 to perilipin-5. Q00G26+Q8WTS1. Split G. princeps luciferase complementation, luminescence, 4 h. inhibition, % at 4 µM. actives 0.78% (n = 360,000);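 active means inhibition above the mean inhibition across every tested compound plus 3 SD, cut at about 22% in these data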;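 further: 0% = DMSO only wells and the 100% control is not disclosed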
# SRC2 inh: inhibits human steroid receptor coactivator 2; actives 0.17% (n = 370,000); Q15596; AID 651957; inhibition, % at 9 µM; HEK293 GAL4-SRC2 luciferase reporter, luminescence;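 active means inhibition above the mean inhibition of all tested compounds plus 3 SD, set per campaign, cut at about 52% in these data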;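 further: 0% = DMSO treated cells and 100% = cells given Gossypol at 36 µM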
# MC4R barr agon: agonists of human melanocortin 4 receptor (MC4R) beta-arrestin; P32245; U2OS MC4R beta-arrestin complementation, luminescence; percent of melanotan II response, DMSO zero; activation, % at 8.9 µM; actives 0.98% (n = 360,000); AID 540308;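 active means activation above a per-plate cutoff, the mean activation of sample wells on that plate plus 3 SD, cut at about 8% in these data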
# TLR9-MyD88 inh: blocks human TLR9 binding to MyD88. inhibition, % at 4.98 µM. Q9NR96+Q99836. AID 504734. CHO BLA complementation TLR9-MyD88, CCF4 FRET ratio. actives 0.21% (n = 340,000);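 active means inhibition above the mean over all tested compounds plus 3 SD, cut at about 21% in these data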;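 further: 0% = DMSO only wells and 100% = clavulanate BLA inhibitor control wells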
# NOD2 RIPK2 PPI: blocks binding of human NOD2 to RIPK2; CHO BLA complementation NOD2-RIPK2, CCF4 ratio; AID 624267; actives 0.38% (n = 360,000); O43353; inhibition, % at 4.98 µM; in the data active means inhibition above about 21%;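 further: 0% = vehicle only and 100% = reference blocker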
# m5-HT2A agonist: mouse HTR2A agonism via beta-arrestin recruitment | P35363 | CHO-K1 mHTR2A beta-arrestin complementation, luminescence; percent of 30 µM serotonin response | activation, % at 7.6 µM | actives 0.66% (n = 360,000) | AID 624169;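 active means activation above a run cutoff, the mean activation of all tested compounds plus 3 SD, cut at about 14% in these data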;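 further: 0% = plate median of compound wells and 100% = 30 µM serotonin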
# MC4R antagonist: human MC4R antagonism in cAMP assay | inhibition, % at 6.5 µM | actives 0.48% (n = 360,000) | MC4R-expressing cells, MTII-stimulated cAMP, LANCE TR-FRET;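 active means inhibition above its plate's cutoff, the mean of tested wells on that plate plus 3 SD, cut at about 29% in these data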;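 further: 0% = Melanotan II alone and 100% = Melanotan II plus saturating MCL0020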
#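 Test system: U2OS cells stably expressing human melanocortin 4 receptor (MC4R); also added: Melanotan II challenge; compound: 6.5 µM single dose; timing: 30-min compound preincubation, 1-h Melanotan II challenge, 1-h detection, room temperature; signal: Eu-cAMP/anti-cAMP TR-FRET, emission 671 nm; repeats: one well per compound, no replicates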
# ABCB6 inh MLPCN: blocks the human ABCB6 transporter; Q9NP58; K562-ABCB6 porphyrin accumulation, flow cytometry, 1 h; hits give low values; fluorescence ratio to DMSO, % at 10 µM; actives 0.19% (n = 360,000); AID 602162;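 active means fluorescence ratio to DMSO below 75%, the collection mean minus 3 SD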;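 further: signal is porphyrin accumulated inside mitochondria; 100% equals median channel fluorescence of DMSO control wells; lower ratio means ABCB6 inhibition with less porphyrin fluorescence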
# Target sequence (Q9NP58 whole entry, looked up): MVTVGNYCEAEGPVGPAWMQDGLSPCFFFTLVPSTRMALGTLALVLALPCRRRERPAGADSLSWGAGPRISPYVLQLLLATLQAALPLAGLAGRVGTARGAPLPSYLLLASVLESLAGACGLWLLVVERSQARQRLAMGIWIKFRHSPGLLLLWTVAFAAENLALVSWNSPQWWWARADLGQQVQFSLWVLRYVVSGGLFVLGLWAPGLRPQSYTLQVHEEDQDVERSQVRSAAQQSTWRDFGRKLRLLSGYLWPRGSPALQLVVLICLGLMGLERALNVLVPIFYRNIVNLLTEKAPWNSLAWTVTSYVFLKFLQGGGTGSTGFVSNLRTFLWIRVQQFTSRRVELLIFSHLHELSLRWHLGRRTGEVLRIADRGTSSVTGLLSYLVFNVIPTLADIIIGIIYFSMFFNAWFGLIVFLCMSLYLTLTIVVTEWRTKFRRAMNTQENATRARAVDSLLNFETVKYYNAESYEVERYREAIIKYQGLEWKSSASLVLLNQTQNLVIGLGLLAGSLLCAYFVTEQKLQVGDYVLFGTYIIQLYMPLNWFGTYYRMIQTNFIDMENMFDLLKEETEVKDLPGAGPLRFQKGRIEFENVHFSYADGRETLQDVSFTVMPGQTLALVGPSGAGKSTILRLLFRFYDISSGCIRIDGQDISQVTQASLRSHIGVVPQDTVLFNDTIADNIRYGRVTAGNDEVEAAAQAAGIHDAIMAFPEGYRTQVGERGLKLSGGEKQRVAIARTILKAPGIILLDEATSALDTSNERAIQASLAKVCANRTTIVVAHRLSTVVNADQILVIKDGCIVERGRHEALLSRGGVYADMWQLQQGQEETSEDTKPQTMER
# * marks the source's active call; other numbers are inactive results; . = no result given.
SMILES,H9c2 protect,N-glyco inh,ABHD5-PLIN5 inh,SRC2 inh,MC4R barr agon,TLR9-MyD88 inh,NOD2 RIPK2 PPI,m5-HT2A agonist,MC4R antagonist,ABCB6 inh MLPCN
COc1ccc(NC(=O)N(C)C[C@H]2OCc3cnnn3CCCC(=O)N([C@@H](C)CO)C[C@H]2C)cc1,12.0,0.8,7.3,11.3,-0.4,-6.7,-9.4,-1.1,5.7,97.0
COc1ccc(NC(=O)c2cccc3c2C(=O)N(CC2CCCO2)C3)cc1OC (stereo not given),17.3,0.5,-8.5,.,-0.9,-2.1,-0.9,-0.2,7.0,98.0
O=C(COC(=O)C1CCC1)Nc1cc(S(=O)(=O)N2CCOCC2)ccc1Cl,2.6,0.9,0.3,19.5,0.1,-5.8,-0.8,1.7,10.2,97.0
CC1(C)O[C@@H]2C[C@H]3[C@@H]4CCC5=CC(=O)C=C[C@]5(C)[C@@]4(F)[C@@H](O)C[C@]3(C)[C@]2(C(=O)CO)O1,7.6,6.9,-0.9,-8.4,-0.1,8.0,-10.2,6.7,6.6,89.0
COc1cccc(C2=NN(C(=O)c3ccco3)C(c3ccco3)C2)c1 (stereo not given),-8.2,-0.3,19.1,-7.3,-2.7,9.0,-6.2,-5.3,7.1,101.0
COc1ccc(Oc2c(O)c3ccccc3n(C)c2=O)cc1,-0.3,0.3,5.1,-12.0,-0.2,-0.7,5.8,3.0,21.3,97.0
COC(=O)CCC(=O)NNC(=O)CCC(=O)Nc1cccc(Cl)c1C,15.4,-1.2,0.3,-12.2,-0.6,-5.4,-4.6,1.2,3.3,93.0
Cc1ccc(NC(=O)Nc2ncccc2C)cc1,-8.8,0.1,-2.4,-51.4,1.4,2.1,-6.4,1.8,2.9,102.0
CC(=O)N/C(=C\c1ccccc1)C(=O)OC/C=C/c1ccccc1,-3.6,.,0.2,-4.1,0.2,3.6,-0.4,-2.1,8.4,93.0
O=C(COc1ccc(-c2ccccc2)cc1)N1CCN(S(=O)(=O)Cc2ccccc2)CC1,-9.2,21.5,0.9,-25.2,-1.6,3.4,-7.2,-7.0,-15.8,93.0
CCCc1cc(=O)[nH]c(SCC(=O)Nc2ccc(Cl)c(S(=O)(=O)N3CCOCC3)c2)n1,-0.1,2.1,3.0,9.5,-1.8,1.5,-0.6,-2.1,-7.1,90.0
CC(C)NC(=O)CSc1nncn1-c1ccccc1,2.2,.,2.9,-12.1,-2.5,-3.4,5.9,-4.1,-1.7,91.0

# Shown with each value named: entries from further up.
> O=C(COC(=O)C1CCC1)Nc1cc(S(=O)(=O)N2CCOCC2)ccc1Cl
  H9c2 protect = 2.6	N-glyco inh = 0.9	ABHD5-PLIN5 inh = 0.3	SRC2 inh = 19.5	MC4R barr agon = 0.1	TLR9-MyD88 inh = -5.8	NOD2 RIPK2 PPI = -0.8	m5-HT2A agonist = 1.7	MC4R antagonist = 10.2	ABCB6 inh MLPCN = 97.0

> CC(C)NC(=O)CSc1nncn1-c1ccccc1
  H9c2 protect = 2.2	N-glyco inh = .	ABHD5-PLIN5 inh = 2.9	SRC2 inh = -12.1	MC4R barr agon = -2.5	TLR9-MyD88 inh = -3.4	NOD2 RIPK2 PPI = 5.9	m5-HT2A agonist = -4.1	MC4R antagonist = -1.7	ABCB6 inh MLPCN = 91.0

# Remaining list, next part:
SMILES,H9c2 protect,N-glyco inh,ABHD5-PLIN5 inh,SRC2 inh,MC4R barr agon,TLR9-MyD88 inh,NOD2 RIPK2 PPI,m5-HT2A agonist,MC4R antagonist,ABCB6 inh MLPCN
Cn1ncc(N=Cc2ccccc2O)c1C(=O)Nc1ccccc1,8.9,2.4,-0.9,-5.5,-1.3,-10.4,-8.4,-3.1,-0.1,94.0
NC(=O)c1ccsc1NC(=O)CN1CCN(S(=O)(=O)c2ccccc2C(F)(F)F)CC1,25.3,-1.2,3.7,8.1,1.6,-2.6,-7.8,8.7,9.2,99.0
CC(C)N1CCC1(C)C(=O)Nc1cccc(C#N)c1 (stereo not given),-4.6,1.4,0.0,2.5,-2.4,.,1.3,-3.2,5.2,97.0
O=C(CCN1C(=O)c2ccccc2C1=O)C1=NN[C@@H]2C(=O)N(c3cccc(F)c3)C(=O)[C@H]12,-0.2,2.9,-0.1,-0.1,-1.4,5.5,-1.7,-2.3,2.4,101.0
COc1ccc(C(CNC(=O)CSc2ccccc2F)N2CCOCC2)cc1 (stereo not given),4.6,-1.7,11.6,11.5,0.2,1.6,-16.1,1.4,3.4,99.0
COc1cc(C)c(S(=O)(=O)n2nnc3ccccc32)cc1C,3.2,0.5,-0.9,19.6,-0.5,-5.6,-9.6,-0.7,5.7,95.0
CCOC(=O)CNC(=O)CSc1nnc(-c2cccc(C)c2)n1-c1ccc(OC)cc1,31.4,-1.5,-0.6,-45.1,-3.0,2.6,9.0,0.2,17.0,99.0
CCN(c1ccc(NC(=O)CCNC(=O)c2ccco2)cc1)C(C)C,-4.3,2.9,1.9,-22.5,-2.9,-4.3,-3.6,1.8,-6.8,102.0
COc1ccc(/C(O)=C2\C(=O)C(=O)N(Cc3ccco3)C2c2cc(OC)ccc2OC)cc1 (stereo not given),9.5,0.1,29.2*,-21.0,-0.8,4.9,1.9,-2.6,13.7,105.0
Cc1ccc(OCCCNCCO)c(Br)c1,0.6,9.0,3.0,-31.3,-0.9,2.5,-8.7,-4.7,3.0,91.0
COC(=O)c1nc2nc(-c3cccs3)cc(C(F)(F)F)n2n1,1.0,2.0,1.6,-43.2,-4.3,-11.6,-3.0,11.3,12.8,98.0
CCOC(=O)c1cc(CC)sc1NC(=O)CN1CCN(C(=O)c2ccco2)CC1,9.9,-0.1,15.5,15.6,4.1,-5.6,13.9,0.4,5.5,101.0
COc1ccc(NC(=O)CNCCC2=CCCCC2)cc1,2.5,-1.5,-5.4,-27.1,-0.9,4.5,-7.6,-0.3,-1.3,107.0
C=CCC(CC=C)(NC(=O)c1ccccc1C(=O)O)c1ccccc1,0.0,-0.6,-3.0,-13.7,-0.6,-1.5,-0.3,0.4,13.5,97.0
CCOc1ccc(NS(=O)(=O)c2ccc(C(=O)N3CCC3)cc2)cc1,-6.0,-0.6,-3.5,9.2,-0.2,1.8,7.7,-3.1,-1.5,94.0
CCCc1c(C)nn(-c2ncccc2[N+](=O)[O-])c1C,0.0,4.8,7.6,-3.6,2.1,6.2,-1.6,-2.3,10.5,98.0
CSc1ccccc1C(=O)OCC(=O)NC1CCS(=O)(=O)C1 (stereo not given),2.3,-0.1,2.4,13.0,-2.0,3.7,-8.6,-2.0,-2.2,100.0
CCOc1ncccc1C(=O)OCC(=O)Nc1ccc(C(C)C)cc1,-2.0,1.4,-0.1,-16.6,4.4,-4.3,3.4,-2.7,5.6,103.0
CN(CCC#N)S(=O)(=O)c1cc2c3c(c1)CCN3C(=O)CC2,-4.4,-0.1,-2.5,-16.6,-2.6,-8.5,-4.0,-3.7,6.9,100.0
CC(NC(=O)/C(=C\c1ccco1)NC(=O)c1ccco1)C(=O)O (stereo not given),3.9,0.2,-0.5,12.8,-0.4,-4.8,3.5,0.7,11.9,97.0
Cc1cn([C@H]2C[C@H](O)[C@@H](CNCC3=Cc4cc(O)ccc4OC3)O2)c(=O)[nH]c1=O,-0.7,2.6,5.7,-17.1,-0.6,-0.9,-4.2,11.2,1.5,105.0
CCC(=O)Nc1cccc(-c2nnc(SCC(=O)NCc3ccco3)n2C)c1,0.5,1.4,8.5,-35.3,0.8,-9.1,-12.1,2.8,-6.0,97.0
CCN(c1ccccc1)S(=O)(=O)c1cccc(C(=O)NCc2cccnc2)c1,-16.0,-0.5,13.7,9.2,0.3,0.5,-3.8,-4.3,8.2,103.0
O=C(N[C@@H](Cc1ccccc1)C(=O)NCCc1c[nH]c2ccccc12)c1ccco1,-4.0,-0.9,-7.6,-12.9,2.0,9.5,1.4,-6.0,-3.7,96.0
CCNC(=O)C1CCCN(C(=O)c2ccc(N(C)C)cc2)CC1 (stereo not given),0.0,0.4,-11.5,-13.9,1.7,.,-2.6,-1.9,1.0,102.0
CCOc1ccc(C2CC(c3ccc(F)cc3)n3ncnc3N2)cc1 (stereo not given),-4.2,-0.5,0.7,-32.4,-1.7,-7.3,5.6,-1.7,4.2,99.0
CCN(CC(=O)Nc1c(F)cccc1F)C(=O)CCN1C(=O)C2CC=CCC2C1=O (stereo not given),14.0,1.3,3.8,-2.6,-0.1,-12.1,10.3,4.0,6.6,100.0
O=C(c1ccc(C(F)(F)F)cc1)C1CCCN(C(=O)c2cnccn2)C1 (stereo not given),-1.8,-0.6,12.3,-26.9,2.8,5.1,-16.9,4.0,0.0,93.0
c1ccc(CN2CCOCC2)nc1,-1.2,0.1,5.9,5.0,-2.1,7.5,-2.0,3.0,2.9,93.0
Cc1ccc(-n2c(=O)cc(N3CC(C)CC(C)C3)[nH]c2=O)cc1 (stereo not given),-0.1,1.3,2.1,-5.0,-1.1,4.2,-2.8,2.0,1.9,100.0
CCc1[nH]nc(C(=O)N/N=C/c2ccncc2)c1C,-6.3,-1.8,-1.8,-33.4,-1.0,6.1,-0.6,-7.5,-1.3,98.0
COCCNc1nc2cc(-c3ccccc3C)sc2c(=O)n1C,7.5,2.3,4.3,-60.7,0.7,.,-2.5,1.2,6.7,100.0
O=C(O)c1ccc(Sc2nnc(-c3cccc(Br)c3)o2)c([N+](=O)[O-])c1,4.8,0.0,4.3,-13.4,-2.2,2.2,-5.7,1.2,-11.3,102.0
COC(=O)c1[nH]c2ccc(Br)cc2c1NC(=O)CN1CCCCC1CCO (stereo not given),14.4,1.1,6.0,-14.3,-0.4,0.5,-9.9,-0.7,-12.7,91.0
COc1nc(OCCNS(=O)(=O)c2ccc(C)cc2)nc(N(C)C)n1,-2.0,-0.1,3.3,-22.5,0.3,0.3,-2.1,1.4,-5.3,98.0
Cc1ccc(C(=O)N2CCN(C(=O)c3ccccc3)C2c2ccc(N(C)C)cc2)cc1 (stereo not given),0.0,0.6,-4.4,19.2,-1.4,-3.4,-12.4,-3.9,3.9,98.0
Cc1ccn2c(C(=O)NN=C3CCCCCCC3)c(C)nc2c1,20.9,1.4,2.0,14.4,-0.8,-0.6,-13.2,4.6,0.5,99.0
COc1ccccc1N1CCN(C(=S)Nc2ccc(S(=O)(=O)N3CCOCC3)cc2)CC1,-11.2,-1.9,-1.2,11.4,-3.9,-1.6,-3.3,-5.3,2.2,83.0
Cc1ccc(C(=O)Nc2cccc(NC(=O)c3ccc(C)cc3)n2)cc1,-1.3,0.7,-5.6,-18.1,0.9,.,0.1,-8.1,13.1,95.0
COC(=O)C1C2CCC(C2)C1C(=O)OCC(=O)c1ccccc1 (stereo not given),-0.4,2.6,0.4,-6.4,-1.2,-7.1,10.5,0.7,-4.9,100.0
COc1ccc(S(=O)(=O)N2CCOCC2)cc1C(C)C,1.6,-0.2,11.8,-6.8,2.5,0.1,-8.9,-2.7,11.0,99.0

# A portion of the library, so the mix of outcomes need not match the whole.
